TSG101-PTAP inh – blocks PTAP/TSG101 interaction to inhibit HIV-1 budding; 340,000 tested, under 10 active; Q99816; Fluorescence polarization, FITC-PTAP peptide / Tsg101 binding; Potency, µM (highest dose often 115 µM), for inactives: at the highest dose activity change, negative = inhibition, hits mostly inhibitors; active = well fitted inhibition curve with a large enough effect in the main read-out, with a control signal flat, not every such curve was filed as active; inconclusive = small, poorly fitted or top-dose-only effect, or effect the other way, or a change in a side signal; inactive = no such curve, though single readings can be large or run the other way; also: potency is read from the fitted curve at half-maximal effect; % of control where 0% means no effect
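Compounds were pin-transferred onto Tsg101 binding domain (10 uM final) in HEPES pH 7.5 buffer, then FITC-PTAP peptide was added at 50 nM final. After 20 min at RT, polarization reported peptide displacement across a qHTS concentration series.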
BRCA1 expr act – BRCA1 expression activation | Potency, µM (highest dose often 46.1 µM), inactives show at the highest dose activation, most hits filed as activators | MCF7-BRCA1-FFLuc reporter, luminescence, 48 h; response scale: scaled: vehicle 0%, 10 µM genistein 100% | 1.1% of 380,000 active; also: potency is read from the fitted curve at half-maximal effect; nearly all actives have a fitted effect of over 80% in size; some results filed as inactive show a strong effect at the top dose
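Compounds are tested at multiple concentrations on MCF7 BRCA1-luciferase reporter cells seeded at 2000 per well; after 48 h, a single luminescence end-point is taken and curves fitted to the normalized data.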
MLL CXXC-DNA inh – inhibitors of human MLL CXXC domain-DNA interaction. MLL-CXXC / FITC-HOXA9 DNA fluorescence polarization. AID 2662. 0.037% of 290,000 active. Potency, µM (doses to about 115 µM), without a hit: top-dose activity change, negative = inhibition, actives largely listed as inhibitors; active = well fitted inhibition curve with a large enough effect in the polarisation, with a control signal flat, not every such curve was filed as active; inconclusive = small, poorly fitted or top-dose-only effect, or effect the other way, or a change in a side signal; inactive = no such curve, though single readings can be large or run the other way; the % refers to the polarisation; also: potency is read from the fitted curve at half-maximal effect
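Steps: dispense CXXC domain solution (7 uM) → pin compounds or unlabeled HOX-A9 DNA control → 5 min ambient → add FLSN-HOX-A9 solution (50 nM) → spin → 30 min ambient → fluorescence polarization. Tris pH 7.5/NaCl/DTT/BSA buffer.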
ELG1 DNA repair – ELG1-dependent DNA repair inhibition; HEK293T ELG1-luciferase reporter, luminescence, 16 h; DNA damage induced by 5-fluorouridine; 2.3% of 330,000 active; Potency, µM (series often up to 46.1 µM), for inactives: top-dose activity change, negative = inhibition, usual class: inhibitors; also: potency is read from the fitted curve at half-maximal effect; % is scaled to controls: 0 for no effect and ±100 for the full control effect; nearly all actives have a fitted effect of over 55% in size
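HEK293T cells expressing luciferase-tagged ELG1 (2,000/well) received 5-Fluorouridine plus compound or DMSO for 16 hr at 37 °C. Luciferase was read by ONE-Glo luminescence after 30 min at room temperature.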
Integrin act MD – activates integrin-mediated alleviation for muscular dystrophy | 0.064% of 350,000 active | alpha7betagal myoblasts, beta-gal FDG fluorescence, 48 h | Potency, µM (series often up to 38.3 µM), inactives show top-dose activation, usual class: activators | AID 624291;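 also: potency is read from the fitted curve at half-maximal effect; 100% = response of the positive control SU9516; nearly all actives have a fitted effect of over 60% in size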
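Alpha7betagal+/- myoblasts (passage 13) were plated 16-24 hr, then exposed to compounds (1:260 dilution of DMSO stock) for 48 hours at 37C. After MPER lysis, β-galactosidase reporter activity was read as FDG fluorescence (ex 480/em 540) after 30 minutes.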
p53 reactivation – re-activators of mutant p53; H1299 p53-A138V BP100-luciferase reporter, luminescence, 24 h; 0.063% of 320,000 active; AID 504706; Potency, µM (titrated, usually from 92.2 µM), inactives show at the top dose activity change, positive = activation, hits mostly activators; also: potency is read from the fitted curve at half-maximal effect; % of control where 0% means no effect; nearly all actives have a fitted effect of over 45% in size
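p53-null H1299 cells stably carrying temperature-sensitive p53-A138V and a BP100-luciferase reporter were pinned with compounds (4-point, 1:5 series) and held 24 hrs at 37 deg C. Luminescence was read 10 min after detection reagent.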
TRPV1 ag – activates the human vanilloid receptor TRPV1 | Q8NER1 | TRPV1-expressing cells, Fluo-8 calcium influx, agonist mode | activation, % at 8.33 µM | 0.19% of 320,000 active | AID 540275; in the data active = activation above about 80%; inconclusive = between about 30% and that limit; also: 0% is about no effect
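Cells expressing TRPV1 were dye-loaded with Fluo-8 and read kinetically: 10 s baseline, 3 min after compound (agonist portion), then 2 min after EC20 capsaicin (allosteric enhancer portion). Calcium-bound dye fluorescence at 480/520 nm.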
TCR act – T cell receptor activation | primary human leukocytes, anti-CD3, IL-2 HTRF, 48 h | Potency, µM (series often up to 9.22 µM), for inactives: at the top dose activation of IL-2 secretion, hits mostly activators | 330,000 tested, under 10 active | AID 504894; also: % of control where 0% means no effect
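Readout: HTRF IL-2, Eu-cryptate/d2 antibody pair, 320nm excitation, 665nm emission. Stimulus: a-CD3 beads, no co-stimulation. Cells: primary human leukocytes. Exposure: 48 hr with compound.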
AT treatment – candidate therapy for ataxia-telangiectasia; […] A-T fibroblasts, KAP-1 phosphorylation AlphaLISA; neocarzinostatin DNA damage 30 min before lysis; 0.19% of 320,000 active; Potency, µM (top dose mostly 57.5 µM), for the others: top-dose activation, most hits filed as activators; AID 485349; also: potency is read from the fitted curve at half-maximal effect; % of control where 0% means no effect; nearly all actives have a fitted effect of over 45% in size
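ATM-like activity read as KAP-1 phosphorylation via AlphaLISA donor/acceptor antibody pairs after lysis and 6 hr at 25C. Cells were ATM-null patient fibroblasts ([…], hTERT), dosed 60 min, then exposed to the DSB inducer NCS for 30 min.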
B2AR arrestin – recruits beta-arrestin to the human beta2-adrenergic receptor; beta-arrestin recruitment to beta2AR, cell-based reporter; Potency, µM (series often up to 46.1 µM), without a hit: at the highest dose activation, actives largely listed as activators; 0.02% of 330,000 active; AID 492947;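 also: potency is read from the fitted curve at half-maximal effect; 0% = DMSO controls and full agonism = EC100 isoproterenol or metaproterenol; nearly all actives have a fitted effect of over 65% in size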
Numbers without * were called inactive; ? = inconclusive; . = no result given; & = joins results of further samples; [ ] = dose if it differs, or a comment. Unless noted, calls follow the shape of the dose curve; as a rule, active = well fitted curve in the direction sought with a large enough effect; inconclusive = small, poorly fitted or top-dose-only effect, or another doubt; inactive = no such curve, though single readings can be large; an effect the other way counts as inactive or inconclusive.

SMILES	TSG101-PTAP inh	BRCA1 expr act	MLL CXXC-DNA inh	ELG1 DNA repair	Integrin act MD	p53 reactivation	TRPV1 ag	TCR act	AT treatment	B2AR arrestin
CCc1nc2ccc(F)cc2c(C(=O)NC2CCCCC2C)c1C (stereo unspecified)	-2%	3%[1.84 µM]	12%	6%	11%	4%	19	4%	-8%	0.4%
CCOc1ccc2oc(-c3ccccc3)c(C(=O)N3CCN(CCO)CC3)c2c1	1%	-57%	-1%	?	7%	12%	.	2%	-4%	-0.2%
COc1ccc(C(=O)C(C)OC(=O)CNC(=O)c2ccco2)cc1 (stereo unspecified)	-4%	7%	.	0%	?	4%	.	-23%	0%	-0.2%
CCOC(=O)C1=C(C)N=C2SC(C)C(=O)N2C1c1ccc(OC(C)=O)c(OC)c1 (stereo unspecified)	0%	2%	6%	-1%	-6%	-12%	0	3%[46.1 µM]	-1%	-0.6%
Fc1ccc(CNc2ncnc3c2cnn3-c2ccccc2)cc1	-1%	0%	4%	.	-22%	.	3	-3%	.	.
CCc1cccc2c(C(=O)COC(=O)c3ccccc3)c[nH]c12	-1%	43%	-5%	?	-9%	?	2	1%[46.1 µM]	2%	3.5%
CC(OC(=O)c1cccc(-n2cnnn2)c1)C(=O)Nc1cccc(Cl)c1 (stereo unspecified)	-3%	-26%	.	-27%	-9%	-3%	-1	3%	0%	-0.4%
CC(C)(C)NC(=O)CSc1nnc(Cc2ccccc2)n1CC1CCCO1 (stereo unspecified)	-3%	5%	-3%	2%	9%	-2%	1	-4%	-2%	-1.0%
COc1ccc(C(=O)COC(=O)CCN2C(=O)C3C4C=CC(C5CC45)C3C2=O)cc1 (stereo unspecified)	.	-7%	34%[activator]	2%	6%	5%	-6	2%	-23%	-0.1%
O=C1OCC(c2ccccc2)=C1c1ccccc1	-1%	-15%	41%[activator]	2%	-97%[inhibitor]	-2%	-1	5%	3%	0.2%
C[C@]12C=CC(=O)C=C1CC[C@H]1[C@@H]3C[C@@H](O)[C@](O)(C(=O)CO)[C@@]3(C)C[C@H](O)[C@@]12F	-12%	17%	1%&-3%	?	.	6%	1	3%	-7%	-1.2%
CCOc1cccc(-c2c(C(=O)N/N=C/c3ccc(C)s3)nnn2-c2nonc2N)c1	1%	-8%	8%	?	-12%	-5%	0	5%	10%	0.4%
CCc1ccccc1NC(=O)Cn1cccc1C1=NC(c2ccccc2)CO1 (stereo unspecified)	-2%	-13%	1%	2%	3%	0%	3	-2%[46.1 µM]	1%	-1.9%
Oc1ccccc1CN1CCN(C(O)(c2ccccc2)c2ccccc2)CC1	-2%	0%	0%	-7%	-58%[inhibitor]	.	-1	10%	4%	0.3%
O=C1C2CCCN2C(=O)N1CCN1CCN(c2ccccc2)CC1 (stereo unspecified)	0%	3%	1%	2%	11%	3%	2	7%	0%	-1.0%

One compound at a time, as listed above. Values in the order: TSG101-PTAP inh	BRCA1 expr act	MLL CXXC-DNA inh	ELG1 DNA repair	Integrin act MD	p53 reactivation	TRPV1 ag	TCR act	AT treatment	B2AR arrestin
CCOc1cccc(-c2c(C(=O)N/N=C/c3ccc(C)s3)nnn2-c2nonc2N)c1 as listed: 1%	-8%	8%	?	-12%	-5%	0	5%	10%	0.4%
Oc1ccccc1CN1CCN(C(O)(c2ccccc2)c2ccccc2)CC1 as listed: -2%	0%	0%	-7%	-58%[inhibitor]	.	-1	10%	4%	0.3%

Continued.
SMILES	TSG101-PTAP inh	BRCA1 expr act	MLL CXXC-DNA inh	ELG1 DNA repair	Integrin act MD	p53 reactivation	TRPV1 ag	TCR act	AT treatment	B2AR arrestin
COc1ccc(C(=O)Nc2ccc3ccccc3n2)cc1OC	0%	?	4%	?	24%	20%	-2	-5%	-15%	-0.5%
CCC(CO)Oc1cc(NCc2cccc(Cl)c2)c2ncn(C(C)C)c2c1 (stereo unspecified)	-6%	-87%	.	?	-48%[inhibitor]	-9%	.	-2%	3%	2.7%
O=C(NC(=S)NC1C2CC3CC(C2)CC1C3)C12CC3CC(CC(C3)C1)C2 (stereo unspecified)	-4%	2%	17%	20%	9%	0%	-4	0%[46.1 µM]	-1%	-0.6%
O=C(NCCCn1ccnc1)C(=O)NCC1OCCCN1S(=O)(=O)c1ccc(Cl)cc1 (stereo unspecified)	0%	3%	-10%	-2%	3%	6%	0	-4%[46.1 µM]	-3%	-0.9%
Cc1cccc(OCC(=O)NC(=S)Nc2ccccc2N2CCOCC2)c1C	-3%	10%	0%	7%	2%	-4%	-7	-2%	-3%	-0.2%
CN(CC(=O)Nc1ccccc1N1CCCC1)S(=O)(=O)c1ccc(F)cc1	-7%	-26%	.	-3%	-13%	0%	18	1%	3%	-0.2%
CCOc1ccc(N=C2SC(C(=O)O)CC(=O)N2C)cc1 (stereo unspecified)	-4%	10%	5%	5%	-12%	-1%	-1	4%	0%	-0.3%
COc1ccc(N2C(S)=C(C#N)C(=O)NC2c2ccc(OC)c(OC)c2)cc1 (stereo unspecified)	-2%	2%	?	7%	0%	2%	-1	.	-3%	-0.3%
Cn1c(CN2CCN(c3ccccc3NS(C)(=O)=O)CC2)nc2ccccc21	-2%	-25%	9%	?	-40%	11%	-1	-3%	-7%	-0.2%
COC(=O)c1cc(OC(=O)CCc2ccc(OC)c(OC)c2)cc(C(=O)OC)c1	-3%	-8%	0%	2%	-9%	5%	?	3%	1%	-1.2%
CCCOC(=O)C1[C@H]2C(=O)N(CC3CCCO3)C[C@]23C=C[C@H]1O3 (stereo partly specified)	-4%	-12%	-9%	-1%	7%	0%	0	6%	-4%	0.4%
CC(=O)Nc1ccc(S(=O)(=O)N2CCC(NC(=O)C(Cc3ccccc3F)NC(C)=O)CC2)cc1 (stereo unspecified)	-1%	-9%	7%	16%	14%	6%	-1	-1%	0%	0.0%
COc1ccc(NC(=O)C2CCCN2C(=O)Nc2cccc(F)c2)cc1 (stereo unspecified)	-2%	-14%	-3%	-6%	-8%	0%	-2	0%	4%	-1.3%
O=C(Nc1ccc(-c2csc(Nc3ccc(Cl)cc3)n2)cc1)c1cccc(C(F)(F)F)c1	0%	0%	22%	?	-41%	-3%	-1	-3%	19%	-0.2%
O=C(Nc1cccnc1)c1ccc(CSc2ccccc2)cc1	-3%	18%	9%	?	11%	8%	?	1%	-5%	-0.1%
Cc1nn(CC(=O)Nc2c(C)n(C)n(-c3ccccc3)c2=O)c(C)c1[N+](=O)[O-]	-1%	-2%	-7%	6%	14%	2%	1	.	-1%	0.0%
CN1CCN(c2ccc(-c3ccnn3C(=O)Nc3cccc(C(F)(F)F)c3)cc2)CC1	-1%	62%	-7%	?	-4%	2%	3	-1%	-7%	-0.2%
Cc1nc2cc(C(=O)N3CCN(C)CC3)ccc2n1C	-1%	-1%	-12%	13%	-34%[inhibitor]	7%	1	-5%	-7%	0.3%
O=C(c1ccccc1)C(C(=O)N1CCc2ccccc2C1)n1ccccc1=O (stereo unspecified)	-6%	6%	2%	11%	18%	-8%	3	3%[46.1 µM]	2%	-1.5%
O=C(Nc1nc2c(s1)CN(Cc1ccccc1)CC2)c1cccc(S(=O)(=O)N2CCc3ccccc32)c1	?	-56%	?	-9%	-16%	-2%	14	-2%	22%	0.9%
O=C(Nc1ccc(-c2nc3ccccc3[nH]2)cc1)c1ccc(N2C(=O)CCC2=O)cc1	-4%	20%	1%	2%	19%	5%	-4	-4%[46.1 µM]	1%	-0.9%
COc1ccc(C(=O)OCC(=O)NCCN2C(=O)CSC2=O)cc1	-2%	31%	1%	17%	-26%	-3%	0	-2%	10%	0.1%
Cc1cc(C)nc(/N=C(\N)Nc2ccc(C)c([N+](=O)[O-])c2)n1	-4%	-11%	2%	0%	-36%	3%	-4	-1%	-4%	-0.2%
CS(=O)(=O)c1ccc(NC(=O)CCCc2nc3ccccc3c(=O)[nH]2)cc1	-5%	-9%	.	0%	1%	-2%	0	0%	-9%	0.1%
CSc1ccc(-c2nc(CSCC(=O)NCCCN3CCOCC3)c(C)o2)cc1	-5%	-1%	-2%	-13%	-13%	0%	-1	5%	7%	-0.3%
CC(C)(C)SCCNC(=O)COc1ccccc1	-9%	55%	14%	?	15%	15%	10	-8%	21%	-0.5%
CC(NC(=O)N1CCN(c2ccccc2F)CC1)c1ccc(F)c(F)c1 (stereo unspecified)	-2%	-18%	-8%	-2%	24%	-2%	-2	-3%	3%	-0.2%
COc1ccc(Cl)cc1C(=O)NCc1ccco1	-1%	12%	-2%	?	?	-2%	7	10%	-6%	-0.1%
Cc1ccc(N(C(=O)c2snc(C(N)=O)c2N)C(C(=O)NC2CCCC2)c2ccc(C)o2)cc1 (stereo unspecified)	1%	-66%	-3%	?	?	3%	22	8%	-7%	-0.1%
CC(=O)OCC1OC(n2c(S)c(C#N)c(-c3ccccc3)c(C#N)c2=O)C(OC(C)=O)C(OC(C)=O)C1OC(C)=O (stereo unspecified)	-4%	-30%	.	.	-44%	.	.	-8%	.	.
Cc1cccc2sc(NNC(=O)c3ccc4c(c3)OCCO4)nc12	1%	-4%	-9%	18%	1%	12%	3	2%	6%	-2.2%

Screens as filed in PubChem BioAssay.
